High-throughput results deposited in PubChem BioAssay by several laboratories.
M1 PAM – human CHRM1 positive allosteric modulation | P11229 | activation, % at 3 µM | CHO-K1 hM1, Fluo-8 calcium fluorescence, ACh EC20; 0% = ACh EC20, 100% = maximal ACh | 360,000 tested, 0.088% active; in the data active = activation above about 19%, passing the limit was not always enough
Target sequence (P11229 whole entry, looked up): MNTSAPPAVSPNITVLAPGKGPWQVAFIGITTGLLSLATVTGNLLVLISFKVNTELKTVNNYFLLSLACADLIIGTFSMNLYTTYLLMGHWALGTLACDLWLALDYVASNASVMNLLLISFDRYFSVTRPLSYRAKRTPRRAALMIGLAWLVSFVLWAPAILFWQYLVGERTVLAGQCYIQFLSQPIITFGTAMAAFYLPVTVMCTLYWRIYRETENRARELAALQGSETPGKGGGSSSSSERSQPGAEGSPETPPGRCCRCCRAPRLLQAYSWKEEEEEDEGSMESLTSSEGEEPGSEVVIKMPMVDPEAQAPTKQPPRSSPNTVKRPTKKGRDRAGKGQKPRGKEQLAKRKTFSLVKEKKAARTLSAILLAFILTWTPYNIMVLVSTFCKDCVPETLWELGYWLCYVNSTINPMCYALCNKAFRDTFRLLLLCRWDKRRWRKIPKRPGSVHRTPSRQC
M1 antag – antagonists of human M1 muscarinic receptor; CHO-K1 hM1, Fluo-8 calcium fluorescence, ACh EC80 antagonist; AID 588852; inhibition, % at 3 µM; 360,000 tested, 1.3% active; P11229;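 active = percent inhibition above its own plate's cutoff, namely the mean of that plate's compound wells plus 3 SD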;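 also: peak over basal fluorescence ratio during 140 s after agonist addition; 0% = ACh EC80 plus DMSO and 100% = DMSO alone without agonist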
CRFBP-R2 agonist – agonists of human CRF-binding protein/CRF-R2 receptor complex; AID 588473; HEK293 CRF-R2/CRF-BP, calcium dye fluorescence (FLIPR); percent of saturating CRF peptide response; 350,000 tested, 0.46% active; activation, % at 13.2 µM;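 active = activation of at least 50%, plus an integration ratio under a set limit after plate pattern correction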;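 also: plate controls were neutral control wells without compound for no effect and CRF at EC100 for full effect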
CHRM5 PAM – positive allosteric modulators of human muscarinic M5 receptor; P08912; CHO-K1 hM5, Fluo-8 calcium, ACh EC20 PAM; 0% = ACh EC20, 100% = ACh EC100; activation, % at 3 µM; 360,000 tested, 0.3% active;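 active = activation above the run cutoff, the mean activation of all test compounds plus 3 SD, cut at about 18% in these data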
Target sequence (P08912 whole entry, looked up): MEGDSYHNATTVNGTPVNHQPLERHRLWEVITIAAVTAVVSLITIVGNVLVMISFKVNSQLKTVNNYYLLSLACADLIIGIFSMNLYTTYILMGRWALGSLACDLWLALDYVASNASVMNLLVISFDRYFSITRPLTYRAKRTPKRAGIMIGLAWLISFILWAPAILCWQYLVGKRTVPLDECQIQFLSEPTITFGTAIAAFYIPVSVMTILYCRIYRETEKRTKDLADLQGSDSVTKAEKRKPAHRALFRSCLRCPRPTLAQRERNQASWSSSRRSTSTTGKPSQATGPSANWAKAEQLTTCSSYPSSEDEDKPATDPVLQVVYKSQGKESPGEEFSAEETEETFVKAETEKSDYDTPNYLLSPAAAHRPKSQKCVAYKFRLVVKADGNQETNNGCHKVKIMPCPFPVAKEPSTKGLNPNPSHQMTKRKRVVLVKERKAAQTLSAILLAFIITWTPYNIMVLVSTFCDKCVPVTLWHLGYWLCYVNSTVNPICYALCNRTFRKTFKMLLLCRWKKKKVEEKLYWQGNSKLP
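system = human M5 receptor in CHO-K1 cells | compound = one concentration, 3 µM final (nominal) | schedule = Post-acetylcholine fluorescence recording 140 s | signal = Fluo-8 calcium dye fluorescence, kinetic read | benchmarks = low control EC20 acetylcholine (0%), high control EC100 acetylcholine (100%) | repeats = singlicate, one well per test compound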
M4 antag – antagonists of human muscarinic M4 receptor (CHRM4); inhibition, % at 3 µM; P08173; 360,000 tested, 0.73% active; CHO-hM4 cells, ACh EC80, Fluo-8 calcium fluorescence;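 active = inhibition above its plate's cutoff, the mean inhibition of sample wells plus 3 SD, cut at about 27% in these data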;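 also: 0% = acetylcholine EC80 with DMSO and 100% = DMSO without agonist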
M4 PAM – CHRM4 positive allosteric modulation. CHO-K1 hM4/Gqi5, Fluo-8 calcium fluorescence, ACh EC20; 0% = ACh EC20, 100% = maximal ACh. activation, % at 3 µM. 360,000 tested, 0.4% active;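 active = activation above its plate's cutoff, the mean activation of sample wells plus 3 SD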; also: some results filed as inactive read as strong as hits
M5 ag – CHRM5 agonism in calcium assay; P08912; CHO-K1 hM5 cells, Fluo-8 calcium fluorescence; 0% DMSO wells, 100% maximal acetylcholine response; activation, % at 3 µM; 360,000 tested, 0.19% active;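 active = activation above the run's mean over test compounds plus 3 SD, cut at about 23% in these data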;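 also: signal is peak over basal fluorescence ratio across the kinetic read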
M5 antag – antagonists of human muscarinic M5 receptor (CHRM5); P08912; CHO-hM5 cells, Fluo-8 calcium fluorescence, ACh EC80; inhibition, % at 3 µM; AID 624040; 360,000 tested, 0.59% active;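 active = inhibition above a per-plate cutoff, the mean of that plate's test compounds plus 3 SD, cut at about 27% in these data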;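 also: 0% = acetylcholine EC80 with DMSO and 100% = DMSO without agonist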
M4 ag – agonists of human muscarinic M4 receptor (CHRM4); P08173; CHO-K1 hM4/Gqi5, Fluo-8 calcium fluorescence; vehicle 0%, full acetylcholine response 100%; activation, % at 3 µM; 360,000 tested, 0.14% active; AID 624127;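 active = activation above the run mean over all test wells plus 3 SD, cut at about 32% in these data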;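 also: peak over basal fluorescence ratio per well then scaled between controls; 0% = DMSO wells and 100% = acetylcholine at EC100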
Active calls of the source: *; nt = no result given.

SMILES	M1 PAM	M1 antag	CRFBP-R2 agonist	CHRM5 PAM	M4 antag	M4 PAM	M5 ag	M5 antag	M4 ag
CCC(C(=O)O)n1nnc(-c2ccc(-c3ccc(OC)cc3)cc2)n1 (stereo not drawn)	-7	8	-0.3	-7	5	-5	2	9	0
O=C(COC(=O)C(O)C(O)C(=O)OCC(=O)c1ccc(C(F)(F)F)cc1)c1ccc(C(F)(F)F)cc1 (stereo not drawn)	-1	5	0.4	-10	-3	-2	-1	17	5
Cc1ccc(C(O)(C(=O)NNc2ccccn2)c2ccc(C)cc2)cc1	6	-1	-2.5	9	1	3	2	-1	2
CCCC(C)NC(=O)c1cc(S(=O)(=O)N2CCCCCC2)ccc1OC (stereo not drawn)	-6	15	-2.0	-5	13	-4	-1	7	1
NC(=O)C1CCN(C(=O)c2ccc3ncsc3c2)CC1	5	-12	-0.2	-1	-5	7	-1	5	0
O=C(Nc1ncc(C(F)(F)F)cc1Cl)c1ccc(S(=O)(=O)N2CCOCC2)cc1	0	4	-0.7	0	-5	8	0	10	2
COc1ccc(Cc2c[nH]c(=O)[nH]c2=O)cc1	6	-7	-1.5	-2	4	1	0	5	1
CCN1CCN(C(=O)C2c3cc(OC)c(OC)cc3C(=O)N3CCc4ccccc4C23)CC1 (stereo not drawn)	2	-5	-0.6	-5	8	-4	-5	-1	0
O=C1N/C(=C/c2cccs2)C(=O)N1Cc1ccc(Br)cc1	11	-9	0.1	-5	-5	4	-1	6	3
Cc1ccccc1Cn1c(C)nc2ccccc21	-17	39*	0.7	-20	19	-8	3	25	11
N/C(=N\OC(=O)Cc1cccs1)c1cccc([N+](=O)[O-])c1	-15	8	4.1	-2	-7	-8	-6	-3	-2
O=C(COc1ccc2c(c1)oc(=O)c1ccccc12)NCCN1CCOCC1	5	-2	0.1	6	-1	7	-3	-6	2
O=[N+]([O-])c1ccc(Oc2cccc3cccnc23)c([N+](=O)[O-])c1	9	0	18	0	0	4	1	7	2
CC(=O)NC(Cc1ccccc1)C(=O)NC1CCN(C(=O)c2cnccn2)CC1 (stereo not drawn)	-3	20	-0.7	-4	8	-4	-1	5	0
O=C(CCN1C(=O)/C(=C/c2ccc(F)cc2)SC1=S)Nc1cc([N+](=O)[O-])ccc1O	-3	-8	11	-1	1	3	0	8	1
Cc1cn([C@H]2C[C@H](O)[C@@H](CNCC3=Cc4cc(O)ccc4OC3)O2)c(=O)[nH]c1=O	7	-3	-1.0	1	2	3	0	3	1
CCOc1ccc(N2CSC(=S)N(c3ccc(OCC)cc3)C2)cc1	1	-13	-4.4	-10	3	-5	-2	12	0
NC(=O)c1c(NC(=O)Cc2ccccc2)sc2c1CCN(Cc1ccccc1)C2	0	-8	12	-9	-6	-11	8	3	20
CN(CC(=O)NC(c1ccccc1)c1ccccc1)Cc1nc2ccccc2c(=O)[nH]1	7	-10	-1.5	-4	-10	15	0	2	2
COc1ccc(S(=O)(=O)N(C)C)cc1NC(=O)COC(=O)c1nc2nccc(C)n2n1	3	-6	-0.8	2	10	-17	-4	1	0
Cc1ncoc1C(=O)Nc1ccccc1-c1ccccc1	0	6	-4.0	-2	-1	-1	-3	-1	0
COC(=O)c1cc2oc(C)cc2n1CC(=O)Nc1ccc(C)c(C)c1	-4	18	-0.5	0	7	-3	-1	0	1
CCN(CC)S(=O)(=O)c1ccc(C)c(NC(=O)c2cc(C)oc2C)c1	15	-12	-4.6	8	-5	-1	-2	5	2
CCOC(=O)N1CCC(n2c(=S)[nH]c3ccccc3c2=O)CC1	1	-6	-3.1	1	-2	9	-7	0	0
CCn1ncc(C2=NOC(C(=O)Nc3ccccc3C(=O)OC)C2)c1C (stereo not drawn)	1	-5	-0.3	-9	0	-9	7	0	7

Single records, from the list above. Order of screens: M1 PAM | M1 antag | CRFBP-R2 agonist | CHRM5 PAM | M4 antag | M4 PAM | M5 ag | M5 antag | M4 ag
`CCN1CCN(C(=O)C2c3cc(OC)c(OC)cc3C(=O)N3CCc4ccccc4C23)CC1` (stereo not drawn) reads 2 | -5 | -0.6 | -5 | 8 | -4 | -5 | -1 | 0
`Cc1ccc(C(O)(C(=O)NNc2ccccn2)c2ccc(C)cc2)cc1` reads 6 | -1 | -2.5 | 9 | 1 | 3 | 2 | -1 | 2
`O=C(COC(=O)C(O)C(O)C(=O)OCC(=O)c1ccc(C(F)(F)F)cc1)c1ccc(C(F)(F)F)cc1` (stereo not drawn) reads -1 | 5 | 0.4 | -10 | -3 | -2 | -1 | 17 | 5
`NC(=O)c1c(NC(=O)Cc2ccccc2)sc2c1CCN(Cc1ccccc1)C2` reads 0 | -8 | 12 | -9 | -6 | -11 | 8 | 3 | 20

Compounds above that have a nitro group on carbon, in the order listed:
SMILES	M1 PAM	M1 antag	CRFBP-R2 agonist	CHRM5 PAM	M4 antag	M4 PAM	M5 ag	M5 antag	M4 ag
N/C(=N\OC(=O)Cc1cccs1)c1cccc([N+](=O)[O-])c1	-15	8	4.1	-2	-7	-8	-6	-3	-2
O=[N+]([O-])c1ccc(Oc2cccc3cccnc23)c([N+](=O)[O-])c1	9	0	18	0	0	4	1	7	2
O=C(CCN1C(=O)/C(=C/c2ccc(F)cc2)SC1=S)Nc1cc([N+](=O)[O-])ccc1O	-3	-8	11	-1	1	3	0	8	1

The results go on:
SMILES	M1 PAM	M1 antag	CRFBP-R2 agonist	CHRM5 PAM	M4 antag	M4 PAM	M5 ag	M5 antag	M4 ag
CCCCC[C@H](C)N1C[C@H](COCc2ccccc2)Oc2cc(N3CC[C@H](N(C)C)C3)ccc2S1(=O)=O	nt	nt	nt	7	-5	1	1	-4	4
CN1/C(=C\C(=O)C[n+]2ccc3ccccc3c2)C(C)(C)c2ccccc21	-4	1	1.9	6	0	-9	-11	-6	1
COC(=O)[C@@]1(C)CC[C@]2(C)CC[C@@]3(C)C(=CC(=O)C4[C@@]5(C)CC[C@H](O)C(C)(C)[C@@H]5CC[C@]43C)[C@H]2C1 (stereo partly drawn)	25	-25	1.1	10	-11	20	2	-4	2
CCCCN(C(=O)CC1CCCCC1)c1c(N)n(CCCC)c(=O)[nH]c1=O	-1	-4	1.6	4	-13	2	-1	1	-1
CCCCOc1cccc(C(=O)NC(=S)Nc2ccc(Cl)c(C(=O)O)c2)c1	10	-16	-0.7	8	-16	5	-12	5	0
CC/C(C)=N/Nc1nc(-c2cc3cccc(OC)c3oc2=O)cs1	14	-15	-1.2	-1	8	-3	-1	11	2
CCOc1ccc2c(c1)C(=NNC(=O)c1ccncc1)c1cc(OCC)ccc1-2	13	-6	-0.9	2	1	5	1	-2	2
Cc1ccc(CC(CC(=O)Nc2cccc(C(F)(F)F)c2)C(=O)O)cc1 (stereo not drawn)	4	2	-0.7	4	-12	1	-1	-22	1
Cc1ccc([N+](=O)[O-])cc1S(=O)(=O)Nc1ccc(-c2ccc(N3CCOCC3)nn2)cc1	-6	10	-0.5	-5	2	-2	-3	14	2
CC1=C(C(=O)N(C)C)CC(CC(=O)NC2CCCCC2)C(=O)N1Cc1ccc(F)cc1 (stereo not drawn)	5	-22	nt	-1	-1	2	0	3	1
Cc1ccccc1NC(=O)COC(=O)c1ccc(C)c(S(=O)(=O)N2CCCCC2)c1	5	-16	0.2	-4	2	-1	0	2	5
COc1ccc(C(=O)N2CCN(C(=O)c3ccco3)CC2)cc1	7	-22	3.5	-9	-1	2	0	7	0
CN1C(=O)CC(N2CCC(C(N)=O)CC2)C1=O (stereo not drawn)	6	-2	-1.3	-2	7	-7	1	6	1
CCOC(=O)CSc1nc2sccc2c(=O)[nH]1	2	-25	-0.7	-3	7	-1	-4	3	0
O=c1cccc(-c2cccc3ccccc23)o1	nt	nt	nt	1	-1	4	0	-9	1
COc1cccc(NC(=O)c2oc3ccccc3c2NC(=O)C2CC2)c1	-1	-2	1.2	-9	5	2	-5	-2	7
COc1cc(C)c(Br)cc1S(=O)(=O)N1CCOCC1	4	-14	-0.9	8	2	6	-4	0	1
O=C(NNC(=S)NC(=O)c1ccc(Br)cc1)c1ccc([N+](=O)[O-])cc1	-10	6	95*	-7	-4	-3	3	13	4
O=C(Nc1ccc(OC(F)(F)F)cc1)c1ccc2nccnc2c1	-4	6	-0.7	-19	7	-8	7	18	16
Cc1ccc2c(c1)CCCO[C@]21O[C@H](CCO)C[C@H](O)[C@H]1O	7	2	nt	1	-4	-2	2	-1	1
O=C(COC(=O)c1cc[n+]([O-])cc1)NCC12CC3CC(CC(C3)C1)C2	5	-38	0.8	0	-5	8	-1	-8	1
CCC1SC(N)=NC1=O (stereo not drawn)	3	-7	2.9	3	3	-3	-3	1	0
O=C(NNS(=O)(=O)c1ccc2ccccc2c1)c1cc(-c2ccccn2)nc2ccccc12	0	-2	-2.2	-2	6	1	-4	9	4
Cc1ccnc(NC(=O)Nc2ccc(F)cc2)c1	8	-4	7.2	-9	-3	-5	-3	1	0
O=C(NCCOc1ccccc1)c1ccccc1	12	-6	-4.2	-8	8	27	-1	5	1
Continued:
SMILES	M1 PAM	M1 antag	CRFBP-R2 agonist	CHRM5 PAM	M4 antag	M4 PAM	M5 ag	M5 antag	M4 ag
C=CCNC(=S)/C(=C(/[O-])c1ccc([N+](=O)[O-])cc1)[n+]1ccccc1	-4	2	-0.7	-1	3	-6	-3	-18	1
O=C(c1[nH]nc2c1CCc1ccccc1-2)N1CCN(Cc2ccc3c(c2)OCO3)CC1	-1	-1	0.2	-4	-2	-6	0	4	8
O=C(CSc1nccc(=O)[nH]1)NC1CCCc2ccccc21 (stereo not drawn)	4	-10	-0.2	7	1	-2	-4	11	0
CC(O)(c1ccccc1)c1nc(-c2cccc(F)c2)cs1 (stereo not drawn)	9	-13	nt	0	-6	-3	0	-6	2
CC(=O)c1c(C)[nH]c(C(=O)Nc2cccnc2)c1C	9	-9	0.2	1	0	5	1	0	0
O=C(Nc1ccc2c(c1)OCO2)C1Cc2c(-c3ccccc3Oc3ccccc3)ccnc2O1 (stereo not drawn)	-5	10	nt	-8	-1	-1	-1	0	1
CC(C)c1csc(CN2CCC(CO)(Cc3ccccc3)CC2)n1	-23	2	3.9	-4	-8	-10	-5	0	4
O=S1(=O)CCC(N=Cc2ccc(-c3ccc(Cl)cc3)o2)C1 (stereo not drawn)	16	-2	5.5	12	6	1	-2	-2	0
CCOC(=O)N(C)c1c(CC)nc2c(OCc3ccccc3)cccn12	9	-14	nt	0	-2	-1	-2	-1	-1
CN(C)c1ccc(N=Nc2ccccc2C(=O)OCC(=O)N2CCCC2)cc1	2	6	-2.1	-3	1	-6	1	-3	6

Rewritten with values ahead of the structure: part of the list above.
M1 PAM | M1 antag | CRFBP-R2 agonist | CHRM5 PAM | M4 antag | M4 PAM | M5 ag | M5 antag | M4 ag | structure
9 | -9 | 0.2 | 1 | 0 | 5 | 1 | 0 | 0 | CC(=O)c1c(C)[nH]c(C(=O)Nc2cccnc2)c1C
-5 | 10 | nt | -8 | -1 | -1 | -1 | 0 | 1 | O=C(Nc1ccc2c(c1)OCO2)C1Cc2c(-c3ccccc3Oc3ccccc3)ccnc2O1 (stereo not drawn)
